# KOR beta-arrestin-1 = KOR antagonists, beta-arrestin recruitment, cell-based, luminescence, uHTS (AID 1778); KOR beta-arrestin recruitment, luminescence, antagonist mode; higher % means a stronger effect; inhibition, % at 10 µM, or IC50 in µM where a hit was titrated; hit rate 0.091% among 290,000; further: strong numbers were not always called active
# TNAP activators = stimulation of alkaline phosphatase TNAP activity – biochemical, luminescent, no phosphate acceptor, uHTS, primary screen (AID 1001). purified TNAP, luminescent activation assay, no phosphate acceptor; higher activation fold means a stronger effect. activation fold at 20 µM; hits with a dose series show EC50 in µM. hit rate 0.03% among 200,000; in the data active means activation fold from about 3, or a potency from the dose series; inactive means the rest, 99 in 100 with activation fold below about 1.6; further: many of its hits are not listed in these tables
# NOD1 NF-kB reporter = inhibition of NOD1-driven NF-kB reporter – cell-based, luminescence, uHTS, primary screen (AID 1578); NOD1-driven NF-kB luciferase reporter cells, luminescence; higher % means a stronger effect; inhibition, % at 4 µM, or EC50 in µM where a hit was titrated; hit rate 1% among 290,000; in the data active means inhibition mostly above about 36%, no sharp cut-off; inactive means mostly below about 34%;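 further: HEK-293T reporter cells stimulated with the NOD1 agonist gamma-tri-DAP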
# KOR beta-arrestin-2 = kappa opioid receptor activators – cell-based, luminescence, uHTS, primary screen (AID 1777). KOR beta-arrestin recruitment, luminescence; higher % means a stronger effect. one-dose activation, % at 10 µM; EC50 in µM for titrated hits. hit rate 0.02% among 280,000; in the data active means activation above about 50%, passing the limit was not always enough; further: a part of the inactive calls stands beside numbers as strong as those of hits
# PMI inhibitors = inhibitors of human PMI, primary screen, biochemical, fluorescence intensity, coupled assay (AID 1209). hit rate 0.42% among 190,000. one-dose inhibition, % at 20 µM; IC50 in µM for titrated hits. purified PMI enzyme, coupled fluorescence intensity; higher % means a stronger effect;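 further: plate controls were DMSO vehicle for no effect and wells lacking substrate for full effect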
# XIAP displacement = small molecules displacing peptide from XIAP – biochemical, IAP family, fluorescence polarization (AID 1018); XIAP BIR domain, fluorescence polarization peptide displacement; higher % means a stronger effect; displacement, % at 20 µM, or IC50 in µM where a hit was titrated; hit rate 0.007% among 200,000; in the data active means displacement above about 50%; further: a part of the inactive calls stands beside numbers as strong as those of hits
# LYP inhibition = inhibitors of LYP phosphatase, biochemical, fluorescence intensity, uHTS (AID 1779). hit rate 0.054% among 290,000. inhibition, % at 11.5 µM; hits with a dose series show IC50 in µM. recombinant LYP phosphatase, fluorescence intensity; higher % means a stronger effect;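 further: plate controls were vehicle with enzyme for no effect and no enzyme for full effect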
# human PMI inhibitors = MPI inhibition at elevated mannose 6-phosphate – biochemical, fluorescence intensity, high mannose 6-phosphate, primary screen (AID 1220); inhibition, % at 20 µM; hits with a dose series show IC50 in µM; recombinant PMI enzyme, coupled fluorescence intensity; higher % means a stronger effect; hit rate 0.66% among 190,000
# HEK293 NOD2/NF-kB = inhibition of NOD2-driven NF-kB reporter – cell-based, luminescence, uHTS, HEK293 (AID 1566) | HEK293 NOD2/NF-kB luciferase reporter, luminescence; higher % means a stronger effect | one-dose inhibition, % at 4 µM; EC50 in µM for titrated hits | hit rate 0.63% among 290,000; further: many of its hits are not listed in these tables
# Active calls of the source: *; nt = no result given; [ ] = dose if it differs, or a comment. Unless noted, no stated cut-off is given here; in the data, active means inhibition above about 50%; inactive means the rest.
1: CCOc1c2c(nc3ccc(Cl)cc13)CCC2
2: COc1ccc(C2CC(c3cccs3)=NN2S(C)(=O)=O)cc1OC (configuration not stated)
3: CCCN(CCC)CC(=O)Nc1cccc2c1OCO2
4: CCN(CC)C(=O)CN(c1ccc2c(c1)OCO2)S(C)(=O)=O
5: Cc1ccc(S(=O)(=O)N2CCC(C(=O)O)CC2)cc1
6: C=CCNC(=O)c1ccc(-c2cccc([N+](=O)[O-])c2)o1
7: COc1cnc(SCc2ccc(Cl)cc2Cl)nc1Cl
8: Cc1c(NC(=O)CSc2nnnn2-c2ccc(F)cc2)c(=O)n(-c2ccccc2)n1C

entry no.,1,2,3,4,5,6,7,8
KOR beta-arrestin-1,-4%,-24%[20 µM],-20%,-21%,-30%,9%,18%,20%
TNAP activators,1.1,1.3,1.1,1.2,1,1,1.1,1.1
NOD1 NF-kB reporter,12%,-25%,-26%,-8%,-4%,-53%,10%,4%
KOR beta-arrestin-2,4.2%,-2.4%,2.5%,-6.0%,5.2%,-2.2%,-7.0%,-2.2%
PMI inhibitors,0%,-2%,3%,2%,0%,2%,3%,10%
XIAP displacement,-1.6%,-0.2%,-4.0%,-3.7%,-10%,-7.0%,-3.9%,0.2%
LYP inhibition,-1%,-3%,-8%,-2%,-7%,-4%,-10%,-6%
human PMI inhibitors,0%,3%,-4%,2%,-1%,0%,1%,10%
HEK293 NOD2/NF-kB,10%,-7%,-15%,12%,6%,-59%,10%,1%

# Four records drawn at random from the list so far, as already listed:
3: CCCN(CCC)CC(=O)Nc1cccc2c1OCO2
2: COc1ccc(C2CC(c3cccs3)=NN2S(C)(=O)=O)cc1OC (configuration not stated)
8: Cc1c(NC(=O)CSc2nnnn2-c2ccc(F)cc2)c(=O)n(-c2ccccc2)n1C
7: COc1cnc(SCc2ccc(Cl)cc2Cl)nc1Cl

entry no.,3,2,8,7
KOR beta-arrestin-1,-20%,-24%[20 µM],20%,18%
TNAP activators,1.1,1.3,1.1,1.1
NOD1 NF-kB reporter,-26%,-25%,4%,10%
KOR beta-arrestin-2,2.5%,-2.4%,-2.2%,-7.0%
PMI inhibitors,3%,-2%,10%,3%
XIAP displacement,-4.0%,-0.2%,0.2%,-3.9%
LYP inhibition,-8%,-3%,-6%,-10%
human PMI inhibitors,-4%,3%,10%,1%
HEK293 NOD2/NF-kB,-15%,-7%,1%,10%

# Further entries follow.
9: COc1ccc(NC(=O)CC(Cc2ccc(Cl)cc2)C(=O)O)cc1 (configuration not stated)
10: ClCc1nnc(-c2ccccc2)o1
11: CCOC(=O)c1cc(C(C)C)sc1NC(=O)COC(=O)CCS(=O)(=O)c1ccccc1
12: COc1ccc(-c2cnc3ccccc3n2)cc1NC(=O)CNC(=O)c1ccccc1
13: COc1ccccc1N1CCN(C(=O)CSc2nnc3n2C(C)(C)Cc2ccccc2-3)CC1
14: CC(C)c1ccc(-c2nc3c([nH]2)c(=O)n(C)c(=O)n3C)cc1
15: Cc1ccc(S(=O)(=O)N2CCN(S(=O)(=O)c3ccc(C)cc3)C2)cc1
16: COc1ccc(-c2nc(-c3cccc(C(F)(F)F)c3)no2)cc1OC

entry no.,9,10,11,12,13,14,15,16
KOR beta-arrestin-1,-4%,-16%,11%,-2%,-25%,19%,-4%,-8%
TNAP activators,nt,1.1,1,nt,1.1,1,1.1,1.2
NOD1 NF-kB reporter,3%,40%,-26%,-44%,59%,-35%,17%,-3%
KOR beta-arrestin-2,5.2%,7.4%,-0.8%,4.4%,-0.2%,1.8%,nt,5.4%
PMI inhibitors,nt,-4%,5%,nt,-3%,5%,10%,4%
XIAP displacement,nt,-7.5%,-3.1%,nt,-2.2%,-0.4%,-15%,-0.1%
LYP inhibition,-4%,-10%,11%,-5%,0%,0%,-6%,-2%
human PMI inhibitors,nt,-3%,1%,nt,-2%,1%,8%,8%
HEK293 NOD2/NF-kB,-23%,-7%,12%,-53%,38%,-2%,11%,8%

17: NS(=O)(=O)c1ccc(CCNc2nc(C(F)(F)F)nc3ccccc23)cc1
18: CC1=C(C(=O)OCc2ccccc2)C(c2ccc(N3CCOCC3)cc2)NC(=O)N1 (configuration not stated)
19: CC(=O)c1c(C)nc(Nc2nc(C)c3cc(C)ccc3n2)nc1C
20: CN1CCN(S(=O)(=O)c2ccc(-c3ccc(Cl)cc3)cc2)CC1
21: O=C(NCc1cccnc1)c1ccc(NC(=O)c2cccc([N+](=O)[O-])c2)cc1
22: O=C(CNS(=O)(=O)c1ccccc1)NCC(=O)N1CCCCC1
23: C=CCN(CC=C)C(=S)NC(=O)c1ccc(OC)c(Br)c1
24: CN(C)CCNc1c2c(c(C#N)c3nc4ccccc4n13)CCCC2

entry no.,17,18,19,20,21,22,23,24
KOR beta-arrestin-1,-34%,25%,-8%,19%,0%[20 µM],5%,-8%,-4%
TNAP activators,nt,1.1,1.1,1.1,1,nt,1,1
NOD1 NF-kB reporter,57%,-6%,-16%,-23%,-17%,-32%,30%,-19%
KOR beta-arrestin-2,4.0%,3.8%,7.5%,0.0%,nt,2.8%,-1.2%,3.1%
PMI inhibitors,nt,11%,19%,10%,1%,nt,10%,3%
XIAP displacement,nt,-3.8%,-7.1%,-4.3%,-6.7%,nt,-4.2%,-1.0%
LYP inhibition,-7%,0%,-5%,-8%,-3%,2%,5%,-3%
human PMI inhibitors,nt,16%,42%,6%,-3%,nt,10%,17%
HEK293 NOD2/NF-kB,25%,8%,-6%,8%,-10%,-14%,12%,14%

25: Cn1c(=O)c2c(nc(N3CCCCC3)n2C)n(C)c1=O
26: CS(=O)(=O)c1ccc(N2CCN(C3CC(=O)NC3=O)CC2)cc1 (configuration not stated)
27: CCc1ccc2oc(=O)cc(CN3CCN(CCO)CC3)c2c1
28: O=C(OCCN1CCOCC1)c1cccc(F)c1
29: COC(=O)c1cccc(NC(=O)Cc2ccsc2)c1
30: Cc1ccc(-c2csc(NC(=O)c3ccccc3Cl)c2C(=O)O)cc1
31: COC(=O)c1sccc1NC(=O)Nc1ccc(C)cc1C
32: Cc1ccc(CN(C)Cc2cc(=O)oc3cc(C)c(Cl)cc23)cc1

entry no.,25,26,27,28,29,30,31,32
KOR beta-arrestin-1,-3%,29%,-9%,-26%[20 µM],8%,-2%,14%,3%
TNAP activators,1.1,1.1,1.1,nt,nt,nt,nt,nt
NOD1 NF-kB reporter,17%,-12%,10%,-17%,-1%,-6%,-16%,2%
KOR beta-arrestin-2,-0.1%,-1.1%,-3.4%,-2.4%,-3.6%,1.1%,-2.5%,-3.8%
PMI inhibitors,16%,12%,-9%,nt,nt,nt,nt,nt
XIAP displacement,-5.4%,-3.4%,-3.3%,nt,nt,nt,nt,nt
LYP inhibition,-5%,2%,-9%,-9%,-8%,-4%,-4%,-4%
human PMI inhibitors,18%,5%,-5%,nt,nt,nt,nt,nt
HEK293 NOD2/NF-kB,10%,11%,17%,-7%,5%,-1%,4%,15%

33: CCc1ccccc1NC(=O)CCNC(=O)Cn1ccc2ccccc2c1=O
34: Cc1ccccc1N1CC(C(=O)Nc2ccc(S(=O)(=O)NCC3CCCO3)cc2)CC1=O (configuration not stated)
35: Cc1ccc2c(c1)C(=O)CC(O)(C(F)(F)F)O2 (configuration not stated)
36: CCC(C(=O)Nc1ccc(C(=O)N2CCCC2)cc1)c1ccccc1 (configuration not stated)
37: COc1ccc(-c2c(C)nn3c(N)c(-c4ccccc4)cnc23)cc1OC
38: COc1ccc(OCCC(=O)OCC(=O)NCc2ccccc2)cc1
39: CC1CCN(C(=O)C(C)NCc2ccc(F)cc2)CC1 (configuration not stated)
40: O=C(O)COc1ccccc1/C=N/NC(=O)CN1CCN(S(=O)(=O)c2ccc(Br)cc2)CC1

entry no.,33,34,35,36,37,38,39,40
KOR beta-arrestin-1,-5%,9%,-10%,0%,-59%[20 µM],-18%,-19%[20 µM],-11%
TNAP activators,nt,nt,nt,1.1,nt,1.1,nt,nt
NOD1 NF-kB reporter,-26%,-20%,5%,-18%,2%,-21%,3%,-6%
KOR beta-arrestin-2,0.4%,-4.7%,1.6%,-3.2%,-3.6%,-4.0%,-2.4%,3.7%
PMI inhibitors,nt,nt,nt,1%,nt,1%,nt,nt
XIAP displacement,nt,nt,nt,-0.8%,nt,-5.4%,nt,nt
LYP inhibition,-9%,-7%,-13%,-6%,-3%,4%,-3%,-2%
human PMI inhibitors,nt,nt,nt,2%,nt,1%,nt,nt
HEK293 NOD2/NF-kB,8%,-11%,32%,9%,-180%,-1%,-2%,4%

41: O=C(Nc1cccc(-c2nc3ccccc3o2)c1)c1ccc(N2C(=O)C3C4C=CC(C4)C3C2=O)cc1 (configuration not stated)
42: Cc1ccc(NC(=O)c2c(-c3ccccc3Cl)noc2C)nc1
43: O=C(CSc1n[nH]c(=O)n1Cc1ccco1)N1CCOCC1
44: CCN(c1ccc2c(c1)OCO2)S(=O)(=O)c1cc(Br)cc2c1N(C(=O)C1CC1)CC2
45: O=C(NNC(=O)c1cccnc1)NC12CC3CC(CC(C3)C1)C2
46: Cc1ccc(-n2c(C)nn(CC3CC3)c2=O)cc1
47: CCOC(=O)C1CCN(c2c(N3CCN(Cc4ccccc4)CC3)c(=O)c2=O)CC1
48: Cc1ccccc1NC(=O)Cn1nnc(C(=O)NCc2ccco2)c1N

entry no.,41,42,43,44,45,46,47,48
KOR beta-arrestin-1,3%,3%,-4%,8%,-36%,2%,-9%,-22%
TNAP activators,1.1,nt,nt,1.1,1.1,1.1,1.1,1.1
NOD1 NF-kB reporter,-94%,-11%,-3%,12%,-24%,-42%,2%,-17%
KOR beta-arrestin-2,-4.2%,1.4%,0.0%,-2.5%,1.7%,-5.7%,2.2%,0.0%
PMI inhibitors,13%,nt,nt,12%,6%,-3%,3%,12%
XIAP displacement,-1.9%,nt,nt,-4.5%,-4.5%,-6.9%,-6.0%,-4.0%
LYP inhibition,-6%,-4%,-2%,1%,-7%,-2%,-6%,-8%
human PMI inhibitors,10%,nt,nt,1%,9%,-2%,-1%,-2%
HEK293 NOD2/NF-kB,-115%,11%,2%,16%,18%,2%,8%,-19%

49: O=C(NCCCN1CCCCC1)c1ccc(CS(=O)c2ccc(F)cc2)o1 (configuration not stated)
50: CCOC(=O)c1ccc(N=C2NC(=O)CS2)cc1
51: CC1=C(C(=O)N2CCN(C(=O)c3ccco3)CC2)C2(CCC(C)CC2)OC1=O (configuration not stated)
52: COc1ccccc1-c1coc2cc(OC(=O)N3CCOCC3)ccc2c1=O
53: CC1CCN(c2nc(-c3ccccc3)cc(C(F)(F)F)n2)CC1
54: COCCNC(=O)COC(=O)c1cc(-c2ccc(OC)cc2)nc2ccccc12
55: Cc1cc(NC(=O)c2ccccc2F)cc(C)c1OCC(=O)N1CCOCC1
56: COc1ccc(CCNC(=O)C23CCC(C)(C(=O)C2Br)C3(C)C)cc1OC (configuration not stated)

entry no.,49,50,51,52,53,54,55,56
KOR beta-arrestin-1,-6%,12%,7%,-7%,-2%,-26%,5%,-7%
TNAP activators,nt,1.1,1,nt,1.1,1.1,nt,nt
NOD1 NF-kB reporter,-9%,nt,-10%,-16%,27%,-24%,-25%,4%
KOR beta-arrestin-2,0.4%,-0.4%,-4.4%,0.1%,-2.0%,-3.1%,-3.7%,3.3%
PMI inhibitors,nt,10%,-11%,nt,12%,-13%,nt,nt
XIAP displacement,nt,-2.8%,-4.5%,nt,-4.7%,-2.3%,nt,nt
LYP inhibition,-15%,-4%,-9%,-6%,-4%,-2%,-9%,-9%
human PMI inhibitors,nt,9%,-9%,nt,12%,-1%,nt,nt
HEK293 NOD2/NF-kB,17%,4%,3%,-26%,15%,-23%,0%,-15%

# An excerpt. The share of hits here may be higher or lower than overall.
